Source: PubChem BioAssay (several laboratories)
NPY1 pot ag: potentiators or agonists of human neuropeptide Y receptor Y1. P25929. NPY-Y1 expressing cells, potentiator/agonist activation. activation, % at 3.6 µM. 220,000 tested, 0.37% active. AID 1304; in the data active = activation above about 33%, passing the limit was not always enough;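 also: cells stimulated with NPY at EC10 then isoproterenol at EC100; 0% = low agonist plus stimulus and 100% = saturating agonist plus stimulus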
Runt-CBFb FRET: blocks binding of human RUNX1 Runt domain to CBFb; 220,000 tested, 0.46% active; Cerulean-Runt/Venus-CBFb FRET ratio 530/480, 1 h; inhibition, % at 20 µM;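 active = inhibition over about 50% at 20 µM in the single-dose screen, limit read from the data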;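 also: 0% = DMSO wells and 100% = excess unlabeled CBFb competitor control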
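test system = Cerulean-tagged RUNX1 Runt domain (FRET donor) fusion protein | reagent = Venus-CBFb binding partner, 100 nM | incubation = protein complex preformed 1 h, compound exposure 1 h, room temperature, dark | detection = FRET fluorescence | read-out basis = loss of energy transfer signal | controls = 5 µM unlabeled CBFb as full-inhibition high control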
NPY-Y1 antag: antagonists of human neuropeptide Y receptor Y1. HEK293-CNG Y1 cells, membrane potential fluorescence; NPY at EC95, then isoproterenol. 200,000 tested, 1% active. AID 1040. inhibition, % at 3.6 µM;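 active = inhibition above the campaign mean inhibition of all tested compounds plus 3 SD, cut at about 20% in these data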;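 also: 0% = DMSO wells given NPY plus isoproterenol and 100% = isoproterenol alone without NPY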
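Material: HEK293 cells co-expressing NPY Y1 receptor and cyclic-nucleotide gated channel. Timing: compound incubation 1 h at room temperature, readout 45 min post-stimulation. Signal: fluorescence, membrane potential probe.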
Mdm2 ligase inh: inhibitors of human Mdm2 E3 ubiquitin ligase. cell-based MDM2 ubiquitination luciferase reporter, 2 h; 0 = plate control, 100 = twice control, blank-subtracted. signal enhancement, % at 5 µM. 210,000 tested, 0.11% active. AID 1230;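 active = signal enhancement of 30% or more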;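 also: luminescence tracks abundance of the self-degrading MDM2-luciferase fusion protein; higher signal means inhibition of MDM2 E3 ligase activity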
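Test system: stable mammalian line carrying autodegrading MDM2–luciferase fusion reporter; quantity: 2000 cells in each well; times: 4 h cell settling then 2 h compound exposure, 37 °C; detection: luminescence with SteadyLite reagent, 15 min at room temperature; evaluation: percent signal gain over controls, blank-subtracted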
RBBP9 inhibitor: human RBBP9 hydrolase inhibition | recombinant RBBP9, FP-Rh probe fluorescence polarization | O75884 | inhibition, % at 7.94 µM | AID 1515 | 220,000 tested, 0.2% active;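 active = inhibition above the campaign mean of all tested compounds plus 3 SD, cut at about 14% in these data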;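 also: plate controls were DMSO wells with RBBP9 for no effect and wells lacking RBBP9 protein for full effect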
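Test system: recombinant human RBBP9. Quantity: 2.5 µM RBBP9 dispensing solution, before mixing. Detection: FP readout at 525/598 nm. Reagent: Serine-hydrolase probe FP-Rh, 375 nM pre-mixing. Measure: % inhibition. Control set: DMSO-treated enzyme wells and wells lacking RBBP9. Buffer or medium: Tris-NaCl-Pluronic buffer, pH 8.0. Times: preincubation 30 min plus labeling 45 min at 25 °C.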
Hck Nef HTS: blocks Nef-activated human Hck kinase; Recombinant Hck-YEEI plus Nef, Z-Lyte FRET kinase assay; inhibition, % at 20 µM; 220,000 tested, 0.68% active; AID 463187;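 active = Hck-Nef kinase inhibition above about 50%, limit read from the data; inactive = inhibition below that limit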;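 also: 0% = DMSO with Hck plus Nef and 100% = Hck alone without Nef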
Target sequence (P08631 whole entry, looked up): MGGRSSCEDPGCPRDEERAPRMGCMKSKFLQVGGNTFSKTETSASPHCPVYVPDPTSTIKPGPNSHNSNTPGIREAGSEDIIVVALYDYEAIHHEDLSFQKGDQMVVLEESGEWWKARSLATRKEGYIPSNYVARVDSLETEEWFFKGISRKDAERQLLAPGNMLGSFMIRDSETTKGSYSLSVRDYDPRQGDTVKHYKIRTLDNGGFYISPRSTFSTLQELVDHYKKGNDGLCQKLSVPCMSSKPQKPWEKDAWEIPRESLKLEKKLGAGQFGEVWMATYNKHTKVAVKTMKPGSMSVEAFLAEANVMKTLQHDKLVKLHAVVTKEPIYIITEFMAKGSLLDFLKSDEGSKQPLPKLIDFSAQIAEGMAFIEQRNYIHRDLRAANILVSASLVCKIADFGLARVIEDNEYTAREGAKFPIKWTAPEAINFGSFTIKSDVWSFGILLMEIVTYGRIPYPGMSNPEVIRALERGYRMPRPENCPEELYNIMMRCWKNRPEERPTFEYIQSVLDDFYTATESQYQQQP
Runt-SMMHC FRET: Runt domain-CBFb-SMMHC interaction inhibition; Q01196+Q13951; 220,000 tested, 0.74% active; Cerulean-Runt/Venus-CBFb-SMMHC FRET ratio 530/480, 1 h; AID 1434; inhibition, % at 20 µM;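 active = mean inhibition across duplicate retests at 20 µM reaching about 50%, limit read from the data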;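 also: 0% = DMSO wells and 100% = wells with excess untagged CBFb-SMMHC; inhibitors lower the FRET ratio by blocking Runt binding to CBFb-SMMHC; some results filed as inactive read as strong as hits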
p97 ATPase inh: human p97 ATPase inhibition; P55072; recombinant p97 ATPase, Kinase-Glo ATP luminescence, 3 h; inhibition, % at 8 µM; 220,000 tested, 0.42% active; AID 1481; in the data active = inhibition above about 15%;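 also: 0% = DMSO vehicle and 100% = wells lacking enzyme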
NPY-Y2 PAM-ag: human NPY-Y2 potentiation or agonism, primary screen; activation, % at 3.6 µM; P49146; AID 1359; cells expressing NPY-Y2, potentiator/agonist read-out; 220,000 tested, 0.45% active; in the data active = activation above about 27%;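 also: cells stimulated with NPY near EC25 plus isoproterenol at EC100; 0% = vehicle plus submaximal agonist and 100% = vehicle plus saturating agonist; some results beyond the cut were filed as inactive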
Target sequence (P49146 whole entry, looked up): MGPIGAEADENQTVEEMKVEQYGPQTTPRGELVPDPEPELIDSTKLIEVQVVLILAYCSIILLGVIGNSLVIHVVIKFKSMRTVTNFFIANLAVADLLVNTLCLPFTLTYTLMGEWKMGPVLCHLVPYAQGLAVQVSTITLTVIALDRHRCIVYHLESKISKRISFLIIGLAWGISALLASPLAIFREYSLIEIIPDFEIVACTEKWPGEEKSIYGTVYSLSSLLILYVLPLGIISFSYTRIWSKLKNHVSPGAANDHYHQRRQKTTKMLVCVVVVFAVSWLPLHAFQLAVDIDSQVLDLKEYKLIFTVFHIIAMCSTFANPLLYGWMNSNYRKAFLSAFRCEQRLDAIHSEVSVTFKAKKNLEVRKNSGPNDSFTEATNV
Numbers without * were called inactive; . = not tested or not shown.

SMILES	NPY1 pot ag	Runt-CBFb FRET	NPY-Y1 antag	Mdm2 ligase inh	RBBP9 inhibitor	Hck Nef HTS	Runt-SMMHC FRET	p97 ATPase inh	NPY-Y2 PAM-ag
S=c1[nH]nc(-c2ccccn2)n1/N=C/c1ccco1	-2	13	.	-10	1	5	3	3	-12
CCCNC(=O)CN(CCc1ccccc1)S(C)(=O)=O	5	-1	12	2	1	3	-4	2	7
CCS(=O)(=O)N1CCN(Cc2ccncc2)CC1	3	0	0	8	-9	5	0	3	-4
CC(=O)c1c(N=CN(C)C)nc(C)nc1-c1ccccc1	6	-1	7	-8	0	2	-1	0	8
Cc1nc(SCC(=O)NCc2ccc(F)cc2)c2c(=O)n(C)c(=O)n(C)c2n1	3	0	4	-10	1	5	-7	6	-2
O=C(O)CCc1ccc(-c2ccc(Br)cc2)n1CC(=O)O	-28	-2	2	34*	-4	1	-3	1	-2
COc1ccccc1NC(=O)c1ccc(NC(=O)CSc2ncccn2)cc1	-18	0	-4	-12	-3	21	2	0	-6
CN1CCN(c2nc(-c3cccs3)cc(C(F)(F)F)n2)CC1	-54	-5	13	-16	-3	5	1	-3	-30
CC(/C=N/NC(=O)c1ccco1)=C\c1ccccc1	-8	0	-2	-45	-11	11	3	-4	-9
CCCC(CCC)C(=O)Nc1ccncc1	8	0	-3	-17	-1	0	2	-1	-5
CC(C)CC(NC(=O)C(CC(C)C)NC(=O)C(Cc1ccc(OCc2ccccc2)cc1)NC(=O)OC(C)(C)C)C(N)=O (configuration not stated)	-7	0	-1	-6	4	4	-1	1	12
CCn1c(=O)c(C(=O)CN2CCN(Cc3ccc4c(c3)OCO4)CC2)c(N)n(Cc2ccccc2)c1=O	-8	-1	5	-6	-5	22	1	2	-12

Some entries already given with just Runt-CBFb FRET:
SMILES | Runt-CBFb FRET
COc1ccccc1NC(=O)c1ccc(NC(=O)CSc2ncccn2)cc1 | 0
CC(=O)c1c(N=CN(C)C)nc(C)nc1-c1ccccc1 | -1
CC(/C=N/NC(=O)c1ccco1)=C\c1ccccc1 | 0
S=c1[nH]nc(-c2ccccn2)n1/N=C/c1ccco1 | 13

The results go on:
SMILES	NPY1 pot ag	Runt-CBFb FRET	NPY-Y1 antag	Mdm2 ligase inh	RBBP9 inhibitor	Hck Nef HTS	Runt-SMMHC FRET	p97 ATPase inh	NPY-Y2 PAM-ag
CCOC(=O)c1cc(CC)sc1NC(=O)c1cc(OC)c(OC)c(OC)c1	-12	-2	6	-4	-12	1	-2	-3	1
O=c1[nH]c(=O)c2nc3c4ccccc4c4ccccc4c3nc2[nH]1	-7	-22	-2	1	-7	0	12	3	-7
CCC1Oc2ccc(C)cc2N(CC(=O)NCc2cccs2)C1=O (configuration not stated)	10	-2	18	-10	-1	-5	1	0	-1
COc1ccc(C(=O)NC(=S)NCc2ccc(-c3nc4ccccc4o3)cc2)cc1OC	-24	3	4	-2	-8	-3	-4	-5	-4
O=C(CCCSc1nc2sc3c(c2c(=O)[nH]1)CCC3)NCCO	16	-1	0	-19	-10	2	0	7	0
Cc1nc(SC(C(=O)c2ccccc2)c2ccccc2)nc2ccccc12 (configuration not stated)	-15	2	6	3	-10	1	5	-1	-6
CCOc1ccc(C2CC(c3ccc(F)cc3)n3ncnc3N2)cc1 (configuration not stated)	8	-2	2	.	-12	1	3	1	0
Cc1cc(C)nc(-n2ncc3c2CC(c2ccc(F)cc2)CC3=O)n1 (configuration not stated)	-15	0	13	17	-2	-3	-2	1	-14
O=C(NCCc1csc(-c2ccccc2)n1)c1cccs1	-1	1	8	-12	-2	0	-1	2	-13
O=C(Nc1cccs1)Nc1ccc(Br)cc1F	-4	5	-5	-2	-6	0	1	3	14
O=C(NCCCN1CCOCC1)c1coc2ccccc2c1=O	5	-2	-1	-1	-9	2	3	4	5
COC(=O)c1cc(C(=O)NCc2ccccc2)c(=O)[nH]c1C	11	0	-4	9	3	24	1	4	-4
CCO[C@@H]1OC(C(=O)NCc2ccccc2)=C[C@H](c2ccc(Br)cc2)[C@H]1CCCO	19	-2	-7	.	2	-12	-4	4	-7
COC(=O)c1ccc(NC(=O)CNCc2ccncc2)cc1	-3	0	-4	0	-8	0	-1	4	3
NC(=O)c1ccc(N=Nc2c(-c3ccccc3)[nH]n(-c3ccccc3)c2=O)cc1	0	-6	4	-17	-9	16	-2	-4	5
OC1(c2ccccc2)CCN(Cc2ccccc2)CC1	4	0	4	-8	-3	7	4	-6	-13
Cc1ccc(NS(=O)(=O)c2ccc(NC(=O)CN(c3cc([N+](=O)[O-])ccc3C)S(C)(=O)=O)cc2)c(C)c1	23	-1	-10	0	-34	0	5	6	26
O=C(NNC(=O)c1cc([N+](=O)[O-])ccc1Cl)c1cccs1	-23	1	1	-5	-12	-1	4	1	6
COc1ccc(-c2noc(CCC(=O)Nc3cccnc3)n2)cc1OC	1	1	8	-24	4	1	0	-1	-6
CC(C)=CC(=O)Nc1ccccc1Br	8	1	-6	0	-10	-6	2	0	-2
O=C(COC(=O)CNC(=O)c1ccccc1)Nc1ccccc1Cl	5	-1	2	3	-9	19	0	5	5
Cc1cc(Cl)ccc1NC(=O)COC(=O)c1nc2nccc(C)n2n1	-7	1	2	-14	-7	20	1	3	9
CCCOC(=O)c1ccc(-c2c(C)noc2-c2ccc(OC)cc2O)o1	10	2	-8	12	-4	1	-3	-3	-6
C/C(=N\Nc1ccc([N+](=O)[O-])cc1[N+](=O)[O-])C(C)C(C)C (configuration not stated)	-2	-6	10	-5	-10	-12	0	2	-4
NS(=O)(=O)c1ccc(Nc2nc3ccccc3nc2NS(=O)(=O)c2cccc([N+](=O)[O-])c2)cc1	-2	-1	3	-15	-9	16	2	3	-9
O=C(CSc1ccc(-c2ccc3c(c2)OCO3)nn1)Nc1nccs1	4	-7	2	-7	3	5	-9	-7	-11
N#Cc1c2c(c(N3CCN(c4ccccn4)CC3)n3c1nc1ccccc13)CCC2	8	8	2	.	-5	-7	12	-1	6
CCCCCOc1ccc(NC(=O)C(=O)NCCC2=CCCCC2)cc1	9	-1	10	-6	-8	-2	-3	4	-3
CC(C)(C)c1cc[n+](C2=C([O-])c3ccccc3C(=O)/C2=N\S(=O)(=O)c2cccs2)cc1	7	-1	.	-30	-1	2	-8	11	-13
Cc1ccc(S(=O)(=O)NCCn2c(C)cc3ccccc32)cc1	-3	-5	-3	-18	-12	-1	-49	-4	-10
O=C(CC1C(=O)CCCC1=O)c1ccccc1	-2	1	6	-14	-4	24	2	2	-1
CCCCCNC(=O)c1cc(S(=O)(=O)N2CCCC2)ccc1F	-6	1	0	-1	-4	1	8	-1	6
COc1cc2nc(C(C)(C)C)oc(=O)c2cc1OC	-5	1	.	-2	-3	-1	-1	1	-7
COC(=O)Nc1ccccc1C(=O)N1CCCCC1	-9	-2	-2	-18	-2	2	-5	3	-7
O=C(CCSc1ccc(Cl)cc1)NCc1ccccn1	15	-1	3	4	0	25	-1	1	-15
COc1ccc(-n2c(=S)[nH]c3c(sc(=S)n3-c3ccccc3)c2=O)c(OC)c1	-8	36	10	10	2	-83	16	2	-9
O=C(c1ccc(Br)o1)N1CCN(c2ccccn2)CC1	12	1	-2	-3	-6	7	1	0	-9
Cc1cccc(C)c1NC(=O)CNC(=O)CCC(=O)c1cccs1	16	-1	1	-7	-4	-1	-3	-4	8
Cc1ccc(-c2cc(C(F)F)n3ncc(C(=O)NCc4ccco4)c3n2)cc1	-24	-11	6	4	-2	58*	-28	2	-1
Cc1ccc(-c2nn3c(C)nnc3s2)cc1NC(=O)CSc1ccc(Cl)cc1	-14	-6	-3	-8	-4	-1	-5	-7	-12
O=C(Cc1ccc(-n2c(=O)c3sccc3n(CC(=O)Nc3ccccc3F)c2=O)cc1)NCc1ccco1	8	-1	5	-2	-6	29	1	6	-1
CCOC(=O)Cc1nnn(CC(=O)OCC)n1	14	1	-5	3	0	-6	0	2	9
CCOc1ccc(-n2c(SCC(=O)Nc3cc(OC)c([N+](=O)[O-])cc3C)nc3ccccc32)cc1	-19	-2	2	5	0	4	0	11	8
O=C(NC1c2ccccc2-c2ccccc21)N1CCCCC1	3	1	-6	-11	-8	1	4	7	-2
CC(=O)C1=C(C)OC(N)=C(C#N)C1c1cccnc1 (configuration not stated)	-12	0	3	-6	6	-39	1	0	2
CCOc1ccc(C2NC(=O)C(C#N)=C(S)N2c2ccc(C)cc2)cc1OC (configuration not stated)	6	4	-4	-26	-10	-1	2	-5	3
CC(C)(C)NC(=O)COc1ccc(CNc2ncn[nH]2)cc1	13	2	-3	6	3	18	1	2	-4
O=C(CCCCCN1C(=O)c2ccccc2C1=O)Nc1nccs1	-26	0	-5	-4	-4	-2	2	-5	2
CCc1ccc(-c2cc(N)n(-c3ccccc3)n2)cc1	-1	-1	-5	-20	-6	-12	0	-6	-13
Cc1cc(C)n(-c2ccc(C(=O)Nc3cccc(S(=O)(=O)N(C)C)c3)cc2)n1	29	0	-1	-9	1	-2	1	-1	15

Copied from the listing, 5 compounds:
SMILES	NPY1 pot ag	Runt-CBFb FRET	NPY-Y1 antag	Mdm2 ligase inh	RBBP9 inhibitor	Hck Nef HTS	Runt-SMMHC FRET	p97 ATPase inh	NPY-Y2 PAM-ag
CCOc1ccc(C2NC(=O)C(C#N)=C(S)N2c2ccc(C)cc2)cc1OC (configuration not stated)	6	4	-4	-26	-10	-1	2	-5	3
CC(C)(C)NC(=O)COc1ccc(CNc2ncn[nH]2)cc1	13	2	-3	6	3	18	1	2	-4
O=C(CCCCCN1C(=O)c2ccccc2C1=O)Nc1nccs1	-26	0	-5	-4	-4	-2	2	-5	2
CCc1ccc(-c2cc(N)n(-c3ccccc3)n2)cc1	-1	-1	-5	-20	-6	-12	0	-6	-13
Cc1cc(C)n(-c2ccc(C(=O)Nc3cccc(S(=O)(=O)N(C)C)c3)cc2)n1	29	0	-1	-9	1	-2	1	-1	15
